EPAC1 antagonist: antagonists of human EPAC1 | Potency, µM (top dose mostly 115 µM), inactives show top-dose activity change, negative = inhibition, hits mostly inhibitors | 360,000 compounds, 0.14% hits | O95398 | EPAC1 GEF assay, Rap1b-BODIPY-GDP exchange fluorescence;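 also: potency is read from the fitted curve at half-maximal effect; plate controls were vehicle for no effect and positive control for full effect; nearly all actives have a fitted effect of over 50% in size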
EPAC2 antag: blocks human EPAC2 exchange factor. Potency, µM (series often up to 114 µM), for the others: at the top dose activity, negative = inhibition, actives largely listed as inhibitors. Q8WZA2. EPAC2 GEF exchange of Rap1B-BODIPY-GDP, fluorescence. 360,000 compounds, 0.18% hits; also: potency is read from the fitted curve at half-maximal effect; % is scaled to controls: 0 for no effect and ±100 for the full control effect; nearly all actives have a fitted effect of over 45% in size; many of its hits are not listed in these tables
PLK1 PBD inh: inhibitors of human PLK1 polo-box domain binding; P53350; Plk1 PBD binding of FITC phosphopeptide, fluorescence polarization; Potency, µM, for inactives: max response, negative = inhibition, actives largely listed as inhibitors; 360,000 compounds, 2.8% hits; AID 720504; also: potency is read from the fitted curve at half-maximal effect; series mostly up to about 57 µM; % is scaled to controls: 0 for no effect and ±100 for the full control effect; nearly all actives have a fitted effect of over 65% in size
Target sequence (P53350 whole entry, looked up, the tested form may be a part): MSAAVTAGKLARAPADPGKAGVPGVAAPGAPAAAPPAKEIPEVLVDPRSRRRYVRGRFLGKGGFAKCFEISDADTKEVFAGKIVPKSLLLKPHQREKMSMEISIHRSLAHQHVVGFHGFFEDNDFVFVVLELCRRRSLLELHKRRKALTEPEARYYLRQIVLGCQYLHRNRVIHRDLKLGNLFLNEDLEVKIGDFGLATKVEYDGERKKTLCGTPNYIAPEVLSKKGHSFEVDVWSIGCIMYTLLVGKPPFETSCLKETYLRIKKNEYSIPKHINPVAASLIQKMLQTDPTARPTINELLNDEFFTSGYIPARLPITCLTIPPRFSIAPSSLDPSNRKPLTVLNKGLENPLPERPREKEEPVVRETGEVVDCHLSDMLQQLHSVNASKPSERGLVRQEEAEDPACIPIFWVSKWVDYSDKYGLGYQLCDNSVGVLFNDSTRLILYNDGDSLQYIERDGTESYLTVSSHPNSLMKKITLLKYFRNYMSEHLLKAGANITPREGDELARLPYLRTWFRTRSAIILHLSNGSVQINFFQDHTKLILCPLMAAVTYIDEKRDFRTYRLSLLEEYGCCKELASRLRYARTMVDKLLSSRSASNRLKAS
Mm-Cpn inhibitor: M. maripaludis TRiC chaperonin inhibition. purified Mm-Cpn ATPase, ADP Transcreener TR-FRET. AID 504842. Potency, µM (top dose mostly 76.9 µM), without a hit: top-dose activity, negative = inhibition, hits mostly inhibitors. 330,000 compounds, 0.031% hits; also: potency is read from the fitted curve at half-maximal effect; % is scaled to controls: 0 for no effect and ±100 for the full control effect; nearly all actives have a fitted effect of over 80% in size
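TR-FRET (320 nm excitation; 590 and 665 nm emission) reports ADP made from 10 uM ATP by 25 nM enzyme; compounds were preincubated 10 min, reaction run 30 min, both at 37°C.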
WRN helicase inh: blocks human WRN helicase | Potency, µM (series often up to 114 µM), for the others: top-dose activity change, negative = inhibition, most hits filed as inhibitors | 360,000 compounds, 0.46% hits | Q14191 | WRN helicase unwinding, fluorescent forked duplex, kinetic | AID 651768; also: potency is read from the fitted curve at half-maximal effect; % is scaled to controls: 0 for no effect and ±100 for the full control effect; nearly all actives have a fitted effect of over 55% in size
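Enzyme (20 nM final) and test compound sit together 15 min at room temperature before substrate addition. Substrate is a single-forked duplex oligonucleotide (100 nM) labelled with fluorophore and quencher, with 2 mM ATP; helicase unwinding raises red fluorescence, read kinetically.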
PI5P4K alpha inh: PI5P4K alpha (human) kinase inhibition; P48426; PI5P4Kalpha enzyme, ADP-Glo luminescence, 60 min; stronger effect = lower value; max response, %; 330,000 compounds, 1.2% hits; AID 652105; active = max response of -50% or lower; inconclusive = between -30% and -50%; inactive = -30% or higher; also: value at the top dose of about 77 µM; % is scaled to controls: 0 for no effect and ±100 for the full control effect
Target sequence (P48426 whole entry, looked up): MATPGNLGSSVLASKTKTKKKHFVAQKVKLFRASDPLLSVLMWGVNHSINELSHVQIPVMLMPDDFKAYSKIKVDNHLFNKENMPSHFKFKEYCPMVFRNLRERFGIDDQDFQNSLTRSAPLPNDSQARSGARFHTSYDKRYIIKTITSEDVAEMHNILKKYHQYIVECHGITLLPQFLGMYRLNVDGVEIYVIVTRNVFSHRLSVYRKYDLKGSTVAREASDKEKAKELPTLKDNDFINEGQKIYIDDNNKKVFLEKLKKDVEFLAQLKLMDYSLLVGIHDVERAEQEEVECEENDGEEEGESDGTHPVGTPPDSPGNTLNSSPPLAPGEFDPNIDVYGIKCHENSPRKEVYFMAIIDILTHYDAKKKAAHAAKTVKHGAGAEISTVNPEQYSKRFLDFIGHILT
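ADP-Glo luminescence end-point read after a 60 min room-temperature kinase reaction of PI5P4Kalpha plus substrate, initiated with ATP at 5 microM final. Buffer: 0.038 M HEPES pH 7.4, EGTA, 0.1% CHAPS, 5% DMSO.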
EPAC1 agonist: EPAC1 (human) agonism; O95398; AID 720707; Potency, µM (titrated, usually from 154 µM), without a hit: at the top dose activation, most hits filed as activators; 360,000 compounds, 0.073% hits; EPAC1 agonist qHTS, biochemical assay; response scale: 100% = response to 6.5 mM cAMP; also: potency is read from the fitted curve at half-maximal effect; nearly all actives have a fitted effect of over 60% in size
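Compounds were pinned as a concentration titration into mixtures of EPAC1 (100 nM), BODIPY-GDP-loaded Rap1B (250 nM) and GDP (50 uM). After 5 min at room temperature, fluorescence was followed for 30 min; activity was scaled to 6.5 mM cAMP.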
CCT chaperon mod: changes cytosolic chaperonin activity. purified chaperonin ATPase assay, HTRF ADP detection, 30 min. activity change, % (test concentration not listed), hits read low. 360,000 compounds, 0.3% hits; in the data active = activity change below about -30%; also: % is scaled to controls: 0 for no effect and ±100 for the full control effect
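Nucleotide hydrolysis assay: TRiC at 20–40 nM final (set by batch activity) with 10 uM ATP, 30 min at 37 °C, in presence of 76 uM compound. Detection by competitive ADP HTRF, 30 min ambient.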
The depositor's hits bear a star; ? = inconclusive; · = not tested or not shown; & = joins results of further samples; [ ] = dose if it differs, or a comment. Unless noted, calls follow the shape of the dose curve; as a rule, active = well fitted curve in the direction sought with a large enough effect; inconclusive = small, poorly fitted or top-dose-only effect, or another doubt; inactive = no such curve, though single readings can be large; an effect the other way counts as inactive or inconclusive. A portion of the library; count on the stated rates, not on these rows.

Results follow in this order: Mm-Cpn inhibitor	EPAC2 antag	CCT chaperon mod	EPAC1 agonist	PLK1 PBD inh	PI5P4K alpha inh	WRN helicase inh	EPAC1 antagonist
CC(C)[C@H](N)c1nnc(SC/C=C/c2ccccc2)o1
 : 0%	0%[57.1 µM]	-2.1	5%	1%	0	-4%	-1%
Cc1cc(N2C(=O)C(=O)/C(=C(/O)c3ccc(Cl)cc3)C2c2cccc(Br)c2)no1 (stereo not given)
 : 1%	-15%	-4.0	0%	?	-9	-5%	-9%
O=C(CSc1nc2c(sc3ccccc32)c(=O)n1CCO)NCc1ccco1
 : 3%	5%	1.0	2%	-6%	-9	?	4%
COC(=O)Cn1ccc2cc(S(=O)(=O)N3CCCCC3)ccc21
 : ?	-16%	1.0	0%	-2%	-3	2%	-6%
O=c1[nH][nH]cc1C=Nc1ccccc1Cl
 : -2%	0%	1.6	-4%	-3%	-11	4%	-9%
Cc1ccc2c(c1)N(CC(=O)NC1CCCC1)C(=O)CO2
 : 1%	4%	-0.7	1%	-6%	-11	-33%	-6%
O=C(CSc1nc2ccc(Nc3nc(N4CCOCC4)nc(N4CCOCC4)n3)cc2s1)Nc1ccccc1F
 : -14%	-1%	1.2	5%	-2%	-3	0%	10%
CC1C(=O)CCN(C(C)(C)C)C1C (stereo not given)
 : -2%	10%	-1.0	5%	-1%	-4	3%	0%
O=NNc1nc2ccccc2n1Cc1ccccc1
 : -1%	-8%	-3.7	7%	-13%	-3	-5%	-6%
COc1ccc(CCN(Cc2cc3cc(C)ccc3[nH]c2=O)C(=O)N2CCCC2)cc1OC
 : 1%	2%	-0.9	-10%	-9%	1	0%	15%
COc1ccc(NC(=O)c2ccccc2-c2ccccc2)c(C)c1
 : 0%	-22%	-1.4	13%	-9%	3	-3%	-13%
CN(C)S(=O)(=O)c1cc(NC(=O)CN2CCCc3ccccc32)ccc1Cl
 : -3%	-8%	-4.4	22%	-10%	0	-8%	-6%
O=c1c2ccccc2ncn1-c1ccc(Cl)cc1
 : -7%&1%	10%&8%	0.4&-3.0	0%&-1%	7%&-7%	5&-2	-16%&-1%	13%&-21%
O=C(O)CSc1nnc(-c2ccc(Cl)cc2Cl)n1-c1ccc(Br)cc1
 : -1%	-16%	-8.1	-4%	24%	6	-4%[57.1 µM]	-8%
NS(=O)(=O)c1ccc(NC(=O)N2c3ccccc3Sc3ccccc32)cc1
 : 0%	-9%	2.9	16%	2%	·	-13%	-11%
O=C(O)CCC(=O)N1CCc2cc(S(=O)(=O)NC3CCCc4ccccc43)ccc21 (stereo not given)
 : 1%	1%	-2.9	0%	-10%	·	-5%	0%
CC(=O)Oc1ccc(C(=O)Cc2ccccn2)c(O)c1
 : 0%	10%	-2.6	12%	-12%	11	-15%	-22%
Cc1noc(C)c1-c1nc(CSc2ccccc2)no1
 : 0%	-1%	2.7	4%	-2%	-6	3%	3%
CCOC(=O)c1ccccc1NC(=O)CSc1nnc(C)c(=O)[nH]1
 : -2%	0%	1.3	-2%	6%	-13	-13%	-6%
COc1ccc(NC(=O)CCCCC(=O)Nc2ccc(OC)cc2OC)c(OC)c1
 : ·	-3%	0.5	4%	-3%	1	-1%	-1%
Cc1nc(=O)cc(-c2ccccc2)n1-c1ccccc1
 : 1%	8%	2.1	-19%	-1%	7	-7%	-11%
CNc1ncnc2c1ncn2[C@H]1CN(CCOC)C[C@@H](CO)O1
 : ·	6%	0.6	-2%	3%	2	-5%	13%
O=C(Nc1cnccn1)Nc1ccc(Cl)cc1Cl
 : 2%	-10%	1.5	0%	1%	4	-6%	-15%
Cc1cnc(C(=O)Nc2nc(-c3ccccc3)cs2)cn1
 : 2%	10%	-4.1	-2%	-10%	-15	7%	-2%
CN(C(=O)COC(=O)CCC(=O)c1ccccc1)c1c(N)n(Cc2ccccc2)c(=O)[nH]c1=O
 : 0%	9%	2.2	7%	-7%	3	-7%	2%
Cc1ccc(CSCC(=O)N(C)CC(=O)Nc2ccccc2Cl)cc1
 : 1%	-16%	-3.5	7%	-8%	4	-9%	-8%
CCOC(=O)C1=C(COC(=O)COc2ccc(C(C)=O)cc2)NC(=O)NC1C (stereo not given)
 : -1%	1%	-0.6	5%	-11%	-7	3%	6%
O=C(CCN1C(=O)/C(=C/c2cccc(Br)c2)SC1=S)Nc1cccnc1
 : 5%	-12%	1.5	9%	-10%	-1	-4%	-21%
Cc1ccccc1CNC(=O)c1cc(COc2ccc(F)cc2F)on1
 : 2%	-8%	0.9	3%	-2%	5	-11%	?
COc1ccc2cc(C(=O)N3CCN(c4ccccc4OC)CC3)[nH]c2c1
 : -2%	-14%	1.4	3%	-24%	-1	-6%[57.1 µM]	-27%
CCCc1cc(C(=O)NCc2cccs2)no1
 : -1%	0%	0.8	-6%	4%	-2	0%	22%
C/C(=N\NC(=O)c1nc2ccccn2c1C)c1cc2ccccc2o1
 : -2%	2%	-1.1	-2%	?	2	7%	-10%
Cc1ccc2cccc(OCc3ccc(F)cc3)c2n1
 : 0%	-23%	-1.4	9%	-13%	0	9%	1%
O=C1C2C3C=CC(CC3)C2C(=O)N1/N=C/c1ccc(O)c(O)c1 (stereo not given)
 : 0%	6%	-1.8	1%	-16%	?	-15%[57.1 µM]	-3%
COc1ccc2nc(Nc3nc4ccc(NC(C)=O)cc4s3)sc2c1
 : 3%	13%	0.4	-11%	2%	-11	-1%	12%
O=C(NCCCn1ccnc1)c1cc(-c2ccccc2)on1
 : -2%	-6%[57.1 µM]	0.3	10%	-5%	0	2%	1%
O=C(CC(c1ccccc1)c1ccccc1O)N1CCCCC1 (stereo not given)
 : 0%	7%	-0.5	-3%	0%	-15	6%	-12%
CCCS(=O)(=O)N1CCCC(C(=O)NCCN2CCC(Cc3ccccc3)CC2)C1 (stereo not given)
 : 0%	13%	-3.6	-5%	2%	-5	8%	13%
CCOC(=O)C(C)Sc1nc(-c2ccccn2)ncc1OC (stereo not given)
 : -12%	-5%	-3.3	-3%	?	4	6%[57.1 µM]	-3%
O=C(O)c1cc(S(=O)(=O)NC(CO)C(O)c2ccc([N+](=O)[O-])cc2)ccc1Br (stereo not given)
 : 2%	-2%	0.4	-8%	-2%	1	8%	-9%
CN1CCN(NC(=O)Nc2ccc([N+](=O)[O-])cc2)CC1
 : 1%	2%	-1.5	3%	0%	0	0%	1%
O=C(COc1ccc(-c2nnco2)cc1)N1CCN(S(=O)(=O)c2ccccc2)CC1
 : 1%	6%	0.4	-1%	-13%	6	2%	2%
O=C(COC(=O)COc1ccccc1)Nc1ccc(Cl)cn1
 : -18%	2%	0.1	12%	1%	-5	-1%	6%
CCOc1ccc(NC(=O)CNC(=O)c2ccco2)cc1
 : 1%	2%	-1.5	5%	-12%	3	8%	0%
CCCN(CC(=O)Nc1ccccc1OC)C(=O)C1CCCC1
 : -1%	11%	2.9	-6%	4%	2	-1%	14%
Cc1cc(S(=O)(=O)N2CCCCC2)c(C)s1
 : -2%	-2%	-1.3	-4%	0%	2	3%	4%
Cc1cc(C)cc(N(CC(=O)NC2CCCC2)C(=O)CNC(=O)c2cccs2)c1
 : 0%	20%	2.2	-7%	-2%	5	-1%	6%
CC(C)Oc1cccc(C(=O)Nc2nnc([C@H]3C[C@H](O)[C@@H](CO)O3)s2)c1
 : ·	11%	-2.2	-11%	-3%	-11	-6%	-7%
CC(=O)Nc1ccc(OC(=O)c2cccnc2)cc1
 : 2%	-1%	-1.1	0%	-10%	3	-4%	0%
Cc1cc(=O)n2[nH]c(-c3ccc(Cl)cc3)cc2n1
 : -8%	-9%	-3.2	-2%	-4%	-22	-12%	-19%
CCOC(=O)N1CCN(C(=O)c2ccc(Cn3c(=S)[nH]c4ccc(Br)cc4c3=O)cc2)CC1
 : 3%	-2%	0.3	2%	-26%	-2	-9%	13%
Cc1cc(C)c2c(N)c(C(=O)N/N=C/c3cccs3)sc2n1
 : -4%	17%	2.2	-1%	10%	0	-5%	23%
c1ccc(-n2cnc3cc(NCc4ccncc4)ccc32)cc1
 : 1%	-1%	-25	-1%	-3%	-21	1%	1%
COC(=O)C(C(=O)OC)c1ccc(-n2cccc2)cc1
 : 1%	?	1.9	-2%	15%	7	-5%[57.1 µM]	-13%
CN(C)c1ccc(/C=N/Nc2cccc(C(=O)O)c2)cc1
 : -4%	2%	-1.8	-5%	3%	-7	12%	0%
CCN(CC)S(=O)(=O)c1cccc(-c2nnc(SCc3nnc(-c4cccs4)o3)n2N)c1
 : 2%	-1%	0.4	5%	-2%	-14	-6%	-2%
Cn1c(=O)c2ccccc2n(CC(=O)NC2CCCC2)c1=O
 : 1%	12%	1.3	1%	-3%	-1	-3%	11%
COc1ccc(S(N)(=O)=O)cc1C(=O)OCC(=O)Nc1ncc(Cl)c(C)c1Cl
 : 1%	1%	-3.4	9%	-7%	-20	1%[11.6 µM]	4%
CCN(CC)CCCN(Cc1cc2cc3c(cc2[nH]c1=O)OCO3)C(=S)NCCOC
 : 1%	9%	0.9	-4%	3%	-3	12%	-11%
CCC(=O)c1ccc(OCC(O)Cn2cnc3ccccc32)cc1 (stereo not given)
 : 2%	10%	1.2	3%	-10%	-6	6%	3%
Cc1cc(C(=O)CSc2n[nH]c(N)n2)c(C)n1C1CC1
 : 1%	3%	0.6	0%	-8%	-16	7%	2%
O=C(CN(CCc1ccccc1)S(=O)(=O)c1ccc(Cl)cc1)N/N=C/c1ccc2c(c1)OCO2
 : 3%	11%	2.5	1%	-4%	8	8%	7%

Source: PubChem (National Center for Advancing Translational Sciences (NCATS))
